# Assay outcomes (PubChem BioAssay)
# IDE exosite inh: insulin-degrading enzyme (human) exo-site inhibition; 17,000 tested, 6.3% active; P14735; purified IDE, FL-6b probe fluorescence polarization; stronger effect = lower value; z-score at 20 µM;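 active means z-score of -3 or lower, meaning strong loss of probe binding signal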;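 further: His-tagged human IDE residues 42-1019 made in E. coli with 30 nM FL-6b probe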
# Target sequence (P14735 42-1019 limits assumed): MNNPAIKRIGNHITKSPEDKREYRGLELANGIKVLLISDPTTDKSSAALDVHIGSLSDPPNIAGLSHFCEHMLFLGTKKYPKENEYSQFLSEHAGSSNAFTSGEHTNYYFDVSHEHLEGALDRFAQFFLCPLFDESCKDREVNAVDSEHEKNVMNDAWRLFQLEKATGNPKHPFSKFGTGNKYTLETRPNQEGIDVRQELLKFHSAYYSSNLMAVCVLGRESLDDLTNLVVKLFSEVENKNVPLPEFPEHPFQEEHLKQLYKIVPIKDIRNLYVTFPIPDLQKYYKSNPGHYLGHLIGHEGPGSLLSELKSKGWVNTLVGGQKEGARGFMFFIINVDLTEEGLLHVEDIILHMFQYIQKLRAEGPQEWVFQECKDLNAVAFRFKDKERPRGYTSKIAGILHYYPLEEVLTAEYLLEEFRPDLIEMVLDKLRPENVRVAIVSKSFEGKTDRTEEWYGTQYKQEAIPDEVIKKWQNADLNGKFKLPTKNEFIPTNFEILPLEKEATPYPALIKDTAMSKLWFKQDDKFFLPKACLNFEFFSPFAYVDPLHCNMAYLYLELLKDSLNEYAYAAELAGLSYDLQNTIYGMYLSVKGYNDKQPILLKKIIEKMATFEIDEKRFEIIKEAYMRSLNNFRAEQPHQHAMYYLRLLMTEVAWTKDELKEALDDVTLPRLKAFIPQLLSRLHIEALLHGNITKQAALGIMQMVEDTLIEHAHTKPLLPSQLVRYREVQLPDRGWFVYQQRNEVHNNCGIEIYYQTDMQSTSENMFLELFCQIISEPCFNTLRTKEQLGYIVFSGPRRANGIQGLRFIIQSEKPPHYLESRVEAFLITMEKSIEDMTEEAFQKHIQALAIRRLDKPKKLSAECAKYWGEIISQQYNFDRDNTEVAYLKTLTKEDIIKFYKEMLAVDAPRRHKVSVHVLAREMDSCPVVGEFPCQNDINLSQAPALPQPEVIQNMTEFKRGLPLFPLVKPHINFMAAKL
# * marks the source's active call; other numbers are inactive results; & = joins results of further samples; ! = a repeat was not active. Some of the compounds tested; the hit share may differ from the screen's.
SMILES,IDE exosite inh
COc1ccc2c3c(n(C)c2c1)[C@H](CO)N(Cc1ccccc1OC)CC31CN(C)C1,-1.3
O=C(Nc1ccc(C(F)(F)F)cc1)N1[C@@H]2CNC[C@H]1C2c1ccc(-c2ccccc2)cc1 (stereo partly drawn),4.2&0.76
O=C(C[C@H]1CC[C@@H]2[C@H](COC[C@@H](O)CN2CC2CCOCC2)O1)NCc1ccc(Cl)cc1,0.41
COC(=O)C[C@@H]1C[C@H]2c3cc(NC(=O)c4ccc5c(c4)OCO5)ccc3O[C@H]2[C@@H](CO)O1,-0.27
CCCC(=O)N1CC2(CN(Cc3nccs3)C2)c2c([nH]c3cc(OC)ccc23)[C@@H]1CO,-0.22
COc1cccc(NC(=O)N2CC(=O)N3[C@H](C2)[C@H](c2ccc(C#CC4CCCCC4)cc2)[C@@H]3CO)c1,5
COc1ccc(C[C@H]2CCn3nncc3COC[C@@H](c3ccccc3)NC2=O)cc1,-0.58
O=C(CCN1CCCCC1)N[C@@H]1CC[C@@H](CC(=O)N2CCC(Cc3ccccc3)CC2)O[C@@H]1CO,1.2
CN1CCCCN2[C@H](CO)[C@H](c3ccc(-c4cccnc4)cc3)[C@@H]2C1,0.16
CCCNC(=O)N1[C@H](C#N)[C@H](c2ccccc2-c2ccc(C)cc2)[C@@H]1CO,2.9
CN(C)C(=O)c1ccc(-c2ccc([C@H]3[C@H]4CN(C(=O)C5CC5)CCCCN4[C@H]3CO)cc2)cc1,2.2
CCCNC(=O)Nc1ccc2c(c1)OC[C@@H](C)N(Cc1cncnc1)C[C@@H](C)[C@@H](OC)CN(C)C2=O,0.77
O=C(c1ccc2c(c1)OCO2)N1CC(=O)N2[C@H](CO)[C@H](c3ccc(C#CC4CCCC4)cc3)[C@@H]2C1,-0.33
O=C(Cc1ccccn1)N1CC2(C1)[C@H](c1ccccc1)[C@H](CO)N2C(=O)c1ccncc1,-4.5*
COc1cc(CN2C[C@@H]3N[C@H](C2)C3c2ccc(-c3cccc(OC)c3)cc2)cc(OC)c1 (stereo partly drawn),-3&-0.91
OC[C@H]1[C@@H](c2ccccc2)C2(CN(CCC(F)(F)F)C2)N1Cc1cncnc1,0.35
N#C[C@@H]1[C@H](c2ccccc2)[C@H](CO)N1S(=O)(=O)c1ccc(-c2ccccc2)cc1,4.3
CN1C(=O)c2cc(NC(=O)c3cccc(F)c3)ccc2OC[C@H]2O[C@@H](CC(=O)NCC3CCCCC3)CC[C@@H]21,-1.3&-0.028
Cc1ccccc1S(=O)(=O)N1CC[C@H]2[C@H](CO)Nc3ccc(-c4ccc(F)cc4)cc3[C@H]21,1.7
O=C(c1ccncc1)N1C[C@H]2[C@@H](c3ccccc31)[C@@H](CO)N2C(=O)CN1CCOCC1,-0.76
CC(=O)NC[C@H]1[C@H](c2ccc(-c3ccccc3)cc2)[C@H](CO)N1C(=O)C1CCC1,-0.028
CC(C)NC(=O)N1CCCCN2[C@H](CO)[C@H](c3ccc(C#C[C@H](C)O)cc3)[C@H]2C1,0.97
N#C[C@H]1[C@H](c2ccc(-c3ccccc3)cc2)[C@H](CO)N1C(=O)Cc1ccccc1,2.2
O=C(NC[C@@H]1[C@H](c2ccccc2)[C@H](CO)N1C(=O)C1CC1)NC1CCCC1,2.5
CO[C@@H]1CN(C)C(=O)c2ccc(NS(C)(=O)=O)cc2OC[C@@H](C)N(C(=O)CN(C)C)C[C@@H]1C,0.49
CO[C@@H]1CN(C)C(=O)c2cc(NC(=O)CC(F)(F)F)ccc2OC[C@H](C)N(CC2CC2)C[C@H]1C,-0.86
COc1ccc2c3c([nH]c2c1)[C@@H](CO)NCC31CN(S(=O)(=O)c2cccc(C)c2)C1,0.058
CO[C@@H]1CC[C@@H]2CCOc3c(C#N)cccc3C(=O)N(C)C[C@H](c3ccccc3)CC(=O)N(C)C[C@H]1O2,-1.3
COCCN(C[C@H]1N[C@H](CO)[C@@H]1c1ccc(-c2ccc(F)cc2)cc1)C(C)=O,1.5
O=S(=O)(c1ccc(F)cc1)N1CCCCN2[C@@H](CO)[C@@H](c3ccc(C#CC4CC4)cc3)[C@@H]2C1,1.3
C[C@@H]1CN([C@H](C)CO)C(=O)CCCn2nncc2CO[C@@H]1CN(C)C(=O)c1ccc2ccn(C)c2c1,-1.2
CCN(C[C@@H]1N[C@H](CO)[C@H]1c1ccc(-c2ccccc2)cc1)C(=O)COC,-2.5
C[C@@H]1CN([C@@H](C)CO)C(=O)c2ccccc2-c2ccccc2CO[C@@H]1CN(C)S(=O)(=O)c1ccc([N+](=O)[O-])cc1,0.55
O=C1CNC[C@@H]2[C@@H](c3ccc(C#CC4CCCC4)cc3)[C@H](CO)N12,2
COc1ccc2c3c([nH]c2c1)[C@H](CO)N(C(=O)c1ccc(F)cc1)CC31CCN(Cc2cccnc2)CC1,-0.37
O=C(C[C@H]1CC[C@@H]2[C@H](COC[C@@H](O)CN2C(=O)c2ccncc2)O1)Nc1ccc(-c2ccccc2)cc1,-0.99
O=C1CN(S(=O)(=O)c2ccccc2)C[C@@H]2[C@H](c3ccc(C4=CCCC4)cc3)[C@@H](CO)N12,5.3
O=C(Nc1ccccc1)N1CCCCN2[C@@H](CO)[C@H](c3ccc(C#Cc4ccccn4)cc3)[C@@H]2C1,-2.8
C/C=C/c1ccc(C2[C@H]3CNC[C@@H]2N3S(C)(=O)=O)cc1 (stereo partly drawn),-0.18&3.6
Cc1ccccc1-c1ccc([C@H]2[C@H](CO)N3CCCCN(S(=O)(=O)Cc4ccccc4)C[C@@H]23)cc1,-1.3
COCC(=O)NC[C@@H]1N[C@@H](CO)[C@H]1c1ccc(C2=CCCCC2)cc1,1.9
N#C[C@@H]1[C@H](c2ccc(C#Cc3cccc(F)c3)cc2)[C@@H](CO)N1C(=O)C1CCCC1,-1.3
O=C(C[C@@H]1CC[C@@H]2NC[C@@H](O)COC[C@H]2O1)NCc1ccc2c(c1)OCO2,1.9
N#C[C@@H]1[C@@H](c2ccc(C#Cc3ccccc3F)cc2)[C@H](CO)N1C(=O)C1CCOCC1,1.1
O=C(C1CCOCC1)N1CC(=O)N2[C@H](CO)[C@H](c3ccc(C#CCc4ccccc4)cc3)[C@H]2C1,-1.5
COc1ccccc1-c1ccc(C2[C@@H]3CN(C(=O)c4ccncc4)C[C@H]2N3)cc1 (stereo partly drawn),-7.3*!
CO[C@H]1CN(C)C(=O)c2ccc(NS(C)(=O)=O)cc2OC[C@@H](C)N(C(=O)CN(C)C)C[C@H]1C,0.33
Cc1ccccc1-c1ccc([C@H]2[C@@H](CO)N3CCCCN(S(=O)(=O)c4ccc(F)cc4)C[C@@H]23)cc1,3.7
O=C(c1ccccn1)N1CC(=O)N2[C@H](CO)[C@@H](c3ccc(C#CCc4ccccc4)cc3)[C@@H]2C1,-0.0049
O=C(C[C@H]1C=C[C@H](NC(=O)Cc2ccccn2)[C@@H](CO)O1)NCCc1ccncc1,0.51
COc1ccc(CNC(=O)C[C@@H]2C=C[C@@H](NC(=O)c3cccc(F)c3)[C@H](CO)O2)cc1,0.87
C[C@H](CO)N1C[C@H](C)[C@H](CN(C)C(=O)Cc2ccccc2)OCCCC[C@H](C)Oc2ccc(NS(C)(=O)=O)cc2C1=O,2.2
CO[C@H]1CN(C)C(=O)c2ccc(NC(=O)c3ccccc3F)cc2OC[C@@H](C)N(C)C[C@H]1C,0.95
CC(=O)N1CCCCN2[C@@H](CO)[C@@H](c3ccc(-c4ccccc4)cc3)[C@@H]2C1,-1.8
CO[C@H](CN(C)C(=O)c1cnccn1)[C@@H](C)CN([C@@H](C)CO)S(=O)(=O)c1ccccc1,1.9
COc1ccc(NC(=O)N(C)C[C@H]2Oc3c(NS(=O)(=O)c4c(C)noc4C)cccc3C(=O)N([C@@H](C)CO)C[C@H]2C)cc1,-0.37
O=C(C1CC1)N1CC(=O)N2[C@H](CO)[C@@H](c3ccc(C#Cc4cccc(F)c4)cc3)[C@@H]2C1,-5.7*
CC(=O)N(C)C[C@@H]1[C@@H](c2ccc(-c3cccc(C#N)c3)cc2)[C@H](CO)N1C(C)=O,4.9
CC(C)[C@H]1C/C=C\CCNC(=O)[C@H](C)CC(=O)N1,0.54
CCCNC(=O)NC[C@@H]1[C@H](c2ccc(C3=CCCCC3)cc2)[C@H](CO)N1C(C)=O,-0.32

# Copied from above (3 entries):
SMILES,IDE exosite inh
COc1ccccc1-c1ccc(C2[C@@H]3CN(C(=O)c4ccncc4)C[C@H]2N3)cc1 (stereo partly drawn),-7.3*!
CO[C@H]1CN(C)C(=O)c2ccc(NS(C)(=O)=O)cc2OC[C@@H](C)N(C(=O)CN(C)C)C[C@H]1C,0.33
Cc1ccccc1-c1ccc([C@H]2[C@@H](CO)N3CCCCN(S(=O)(=O)c4ccc(F)cc4)C[C@@H]23)cc1,3.7

# Other records
SMILES,IDE exosite inh
OC[C@@H]1[C@H](c2ccccc2)C2(CN(Cc3ccccc3F)C2)N1Cc1ccccc1F,0.93
O=C(c1ccccn1)N1C[C@@H]2[C@H](c3ccccc31)[C@H](CO)N2C(=O)Nc1ccccc1Cl,1.9
CCCN1[C@H](CO)[C@H](c2ccc(C#Cc3ccccc3)cc2)[C@@H]1CNC1CCCC1,-0.9
OC[C@@H]1[C@H](c2ccc(C#CC3(O)CCCC3)cc2)[C@@H]2CN(Cc3cncnc3)CCCCN12,-1.3
Cc1ccccc1-c1ccc(C2[C@H]3CNC[C@@H]2N3Cc2ccc3c(c2)OCO3)cc1 (stereo partly drawn),-0.77&-1
O=C(c1cccc(F)c1)N1CC(=O)N2[C@@H](CO)[C@@H](c3ccc(-c4cccnc4)cc3)[C@@H]2C1,3.3
O=C(Cc1ccccn1)N1CC(=O)N2[C@H](CO)[C@H](c3ccc(C#CC4CC4)cc3)[C@@H]2C1,3.4
COCC(=O)Nc1ccc2c(c1)[C@@H]1C[C@@H](CC(=O)N[C@H](C)c3ccccc3)O[C@@H](CO)[C@@H]1O2,0.93
O=C(Nc1ccc2c(c1)OCO2)N1[C@@H]2CNC[C@H]1C2c1ccc(-c2cccnc2)cc1 (stereo partly drawn),-2.1&-2.2
CC[C@@H]1C/C=C\C[C@@H](C(C)C)NC(=O)CCC(=O)N1,1.1
Cc1noc(C)c1NC(=O)N(C)C[C@@H]1OCc2cnnn2CCCC(=O)N([C@@H](C)CO)C[C@H]1C,-0.085
COc1ccc(C#Cc2cccc(-c3nc(C(=O)N4CCN(Cc5ccccc5)CC4)cc4c3[C@@H](CCO)N(S(=O)C(C)(C)C)C4)c2)cc1OC (stereo partly drawn),1.2
N#C[C@@H]1[C@@H](c2ccc(C#CCC3CCCC3)cc2)[C@H](CO)N1C(=O)CN1CCOCC1,1.4
CCCC(=O)N1CC2(CN(C(=O)NC(C)C)C2)c2c([nH]c3cc(OC)ccc23)[C@H]1CO,0.75
CC(C)NC(=O)N1[C@H](CO)[C@@H](c2ccccc2)[C@H]1CN(C)C(=O)c1ccncc1,4.4
CN(C)C(=O)c1ccc(-c2ccccc2[C@H]2[C@@H](C#N)N(C(=O)C3CCC3)[C@H]2CO)cc1,1.5
CCc1cnc(N2[C@@H](C#N)[C@H](c3ccc(C#CCC4CCCC4)cc3)[C@@H]2CO)s1,1.8
COCC(=O)Nc1ccc2c(c1)[C@H]1C[C@@H](CC(=O)NCc3ccc4c(c3)OCO4)O[C@H](CO)[C@H]1O2,-0.21
CCCC#Cc1ccc([C@@H]2[C@H]3CN(C(=O)Nc4cccc(F)c4)CC(=O)N3[C@H]2CO)cc1,-1.3
CNC[C@@H]1OCCCC[C@H](C)Oc2ccc(NS(=O)(=O)c3ccc(F)cc3)cc2C(=O)N([C@@H](C)CO)C[C@@H]1C,1.3
CN1C[C@@H]2[C@H](c3ccccc31)[C@@H](CO)N2S(=O)(=O)c1ccccc1,2.6
COC(=O)C[C@H]1C[C@@H]2c3cc(NC(=O)c4ccc5c(c4)OCO5)ccc3O[C@@H]2[C@H](CO)O1,-0.24
COc1ccccc1CNC(=O)C[C@H]1CC[C@@H]2[C@@H](COc3ccc(NC(C)=O)cc3C(=O)N2C)O1,0.74
Cn1cnc(S(=O)(=O)N2CCCCN3[C@H](CO)[C@H](c4ccc(-c5ccccc5F)cc4)[C@H]3C2)c1,-4.6*
COCC(=O)Nc1ccc2c(c1)[C@@H]1C[C@@H](CC(=O)N3CCOCC3)O[C@H](CO)[C@@H]1O2,0.3
CN(C)C(=O)c1cccc(-c2ccc([C@H]3[C@@H](CO)N4CCCCN(CC5CCOCC5)C[C@H]34)cc2)c1,0.44
COc1ccccc1S(=O)(=O)N(C)C[C@H]1OCc2cn(nn2)CCCC(=O)N([C@H](C)CO)C[C@@H]1C,-0.19
O=C(Nc1cc(F)ccc1F)N1CC(=O)N2[C@H](C1)[C@H](c1ccc(-c3ccccc3)cc1)[C@@H]2CO,-0.22
O=C(Nc1ccccc1F)N1CCCCN2[C@H](CO)[C@H](c3ccc(C#Cc4ccccc4)cc3)[C@@H]2C1,-1.7
O=C(Nc1ccccc1F)N[C@H]1CC[C@@H](CCNC(=O)C2CC2)O[C@H]1CO,1.2
COc1ccccc1NC(=O)N1CCCCN2[C@@H](CO)[C@H](c3ccc(C#CC4CCCC4)cc3)[C@@H]2C1,1.9

# Random excerpt: six records from the list, in no set order.
SMILES,IDE exosite inh
O=C(Nc1ccccc1F)N[C@H]1CC[C@@H](CCNC(=O)C2CC2)O[C@H]1CO,1.2
COc1ccccc1S(=O)(=O)N(C)C[C@H]1OCc2cn(nn2)CCCC(=O)N([C@H](C)CO)C[C@@H]1C,-0.19
CCc1cnc(N2[C@@H](C#N)[C@H](c3ccc(C#CCC4CCCC4)cc3)[C@@H]2CO)s1,1.8
COC(=O)C[C@H]1C[C@@H]2c3cc(NC(=O)c4ccc5c(c4)OCO5)ccc3O[C@@H]2[C@H](CO)O1,-0.24
CN1C[C@@H]2[C@H](c3ccccc31)[C@@H](CO)N2S(=O)(=O)c1ccccc1,2.6
Cn1cnc(S(=O)(=O)N2CCCCN3[C@H](CO)[C@H](c4ccc(-c5ccccc5F)cc4)[C@H]3C2)c1,-4.6*
